# Screening data as filed in PubChem.
# proKLK7 act = proKLK7 (human) activation, primary screen; actives 0.9% (n = 370,000); purified proKLK7, EDANS-DABCYL substrate fluorescence; 100% is mature enzyme control, 0% vehicle; activation, % at 7 µM; P49862;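 active means activation above the mean of all tested compounds plus 3 SD, computed per campaign excluding outliers beyond control limits, cut at about 13% in these data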
# ADAM10 inh = inhibits human ADAM10; AID 720582; recombinant ADAM10, EDANS/DABCYL FRET peptide cleavage, 3 h; actives 0.62% (n = 370,000); inhibition, % at 7 µM;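 active means inhibition above a per-campaign cutoff equal to the mean of compounds falling between control-based bounds plus 3 SD, cut at about 20% in these data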;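 further: 0% = DMSO wells while the 100% control is not disclosed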
# ASAP1 GAP inh = ASAP1 ArfGAP inhibition; Q9ULH1; ASAP1-stimulated ARF1 GTP hydrolysis, GDP FP detection; inhibition, % at 16.5 µM; actives 0.19% (n = 360,000); AID 624377; in the data active means inhibition above about 25%;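 further: 0% = vehicle with enzyme and substrate and 100% = no enzyme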
# TDP2 inh = TDP2 (human) inhibition, absorbance primary screen; O95551; recombinant TDP2, T5PNP hydrolysis, p-nitrophenol absorbance 415 nm; inhibition, % at 12.8 µM; actives 0.34% (n = 370,000);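 active means inhibition above the mean of all tested compounds plus 3 SD, set per campaign, cut at about 25% in these data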;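 further: 0% = DMSO with enzyme and 100% = buffer with substrate but no TDP2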
#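 System – recombinant human TDP2 · Amount – 120 nM TDP2 per well · Buffer or medium – Mg2+-containing Tris-HCl buffer, pH 7.5 · Reagent – T5PNP substrate, 5 mM · Dosing – 12.8 µM single point, 1% DMSO · Incubation – 2 h at 37 °C · Measured by – epi absorbance · Read-out basis – percent inhibition · Benchmarks – high control without enzyme, low control DMSO plus TDP2 · Repeats – singlicate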
# ARFGAP1 inhibitor = inhibits rat ARF GTPase activating protein 1; inhibition, % at 16.5 µM; Q62848; Arfgap1-stimulated ARF1 GTP hydrolysis, GDP FP detection; actives 0.26% (n = 360,000);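 active means inhibition above a per-plate limit, mean inhibition of low control wells plus 3 SD, cut at about 25% in these data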;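 further: 0% = DMSO wells with enzyme and 100% = wells lacking Arfgap1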
# Target sequence (Q62848 1-136 limits assumed): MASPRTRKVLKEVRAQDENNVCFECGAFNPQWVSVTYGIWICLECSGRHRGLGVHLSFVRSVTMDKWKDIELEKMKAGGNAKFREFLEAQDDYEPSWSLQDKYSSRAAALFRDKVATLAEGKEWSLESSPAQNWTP
#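 Material: rat Arfgap1 catalytic domain, aa 1-136; also added: human ARF1(Δ1-17)-GTP substrate; compound dosing: one concentration, 16.5 µM, DMSO 1.26%; incubation: GTP hydrolysis reaction 2 h at 25 °C; measured by: Tracer-displacement fluorescence polarization with EDTA stop, 620/688 nm; evaluation: % inhibition from polarization; repeats: one replicate per compound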
# DDE Tn7 FP inh = inhibitors of Tn7 peptide binding to human fibrin DD(E). P02675. FP displacement of FITC-Tn7 peptide from fibrin DD(E); 0% = median of compound wells per plate. inhibition, % at 8.3 µM. actives 0.13% (n = 370,000). AID 720508;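 active means inhibition above the mean of compounds falling within the control limits plus 3 SD of them, cut at about 14% in these data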;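 further: 0% = plate median of compound wells and 100% = 10 µM Aha-Tn7 peptide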
# Target sequence (P02675 whole entry, looked up): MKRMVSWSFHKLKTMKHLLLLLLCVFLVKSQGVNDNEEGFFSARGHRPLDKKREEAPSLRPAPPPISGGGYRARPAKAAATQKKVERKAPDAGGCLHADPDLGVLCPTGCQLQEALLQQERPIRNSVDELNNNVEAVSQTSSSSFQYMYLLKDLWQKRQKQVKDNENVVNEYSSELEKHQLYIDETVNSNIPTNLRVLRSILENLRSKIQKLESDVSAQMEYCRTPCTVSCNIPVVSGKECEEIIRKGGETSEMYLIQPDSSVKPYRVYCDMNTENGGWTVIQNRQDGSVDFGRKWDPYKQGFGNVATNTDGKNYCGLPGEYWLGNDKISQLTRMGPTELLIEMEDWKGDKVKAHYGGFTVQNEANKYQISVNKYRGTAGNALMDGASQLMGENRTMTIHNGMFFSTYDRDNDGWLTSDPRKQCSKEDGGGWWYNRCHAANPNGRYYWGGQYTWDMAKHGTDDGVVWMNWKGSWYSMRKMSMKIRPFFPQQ
#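 Test system: human clot-derived fibrin DD(E) complex / Quantity: 2 µM final DD(E) protein / Incubation: 10 min plus 3 h, room temperature / Measured by: fluorescence polarization / Benchmarks: high control of 10 µM Aha-Tn7 peptide / Replicates: singlicate testing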
# PLC-gamma1 inh = inhibitors of human phospholipase C gamma1; P19174; purified PLC-gamma1, fluorogenic substrate, fluorescence; inhibition, % at 12.2 µM; actives 0.84% (n = 370,000); AID 720700; in the data active means inhibition above about 9.5%
# DDE Tn6 FP inh = disrupts Tn6 cyclic peptide binding to fibrin D-Dimer-E complex; P02675; Fibrin DD(E) TRITC-Tn6 fluorescence polarization displacement; inhibition, % at 8.3 µM; actives 0.21% (n = 370,000); AID 720509;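 active means inhibition above a per-campaign cutoff: mean of compounds within control limits plus 3 SD, cut at about 15% in these data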;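 further: 0% = median of all compound wells on the plate and 100% = blocking peptide control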
# ADAM17 inh = ADAM17 inhibition, QFRET primary screen | recombinant ADAM17, EDANS/DABCYL FRET peptide cleavage | AID 720648 | inhibition, % at 6.95 µM | actives 0.83% (n = 370,000);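 active means inhibition above the mean of compounds lying between control limits plus 3 SD, set per campaign, cut at about 8.5% in these data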;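 further: 0% = DMSO-only wells as the low control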
# LEDGF integ inh = blocks HIV-1 LEDGF/p75-dependent DNA integration; TR-FRET IN-LEDGF/p75 DNA integration, Eu/Cy5; inhibition, % at 3.7 µM; actives 0.64% (n = 370,000); AID 743269;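 active means inhibition above the screen-wide mean plus 3 SD, cut at about 13% in these data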;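 further: signal is the Cy5 over europium emission ratio at 671 and 618 nm; 0% = plate median of compound wells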
# The depositor's hits bear a star; i = inactive.
proKLK7 act,canonical_smiles,ADAM10 inh,ASAP1 GAP inh,TDP2 inh,ARFGAP1 inhibitor,DDE Tn7 FP inh,PLC-gamma1 inh,DDE Tn6 FP inh,ADAM17 inh,LEDGF integ inh
-0.1,COc1ccc(CNC(=O)[C@H](C)N2C(=O)N3CCc4c([nH]c5ccc(OC)cc45)[C@@]3(C)C2=O)cc1,-8,-8,-1,5,3,0,7,2,-1
0.7,Cc1ccc(C(=O)O)cc1NS(=O)(=O)c1ccc2ccccc2c1,5,-4,6,4,1,-2,7,-2,-1
0.2,COc1cccc(/C=N/n2c(=S)n(C)c3cc(C)c(C)cc32)c1OC,-2,19,2,8,-2,3,-2,1,-1
-0.6,COCCOc1cc(COC)nc(-c2cccc(C)c2)n1,-9,0,1,-3,3,2,4,-3,-6
0.1,COc1ccc(C)cc1NC(=O)CN(c1ccc(C)cc1)S(C)(=O)=O,11,-11,7,-3,0,3,4,1,-2
-1.1,CCOC(=O)N1CCC(NC(=O)c2oc3c(c2C)-c2[nH]ncc2CC3)CC1,-9,-10,16,-12,5,-9,-2,-7,3
0.8,O=C(Nc1cc(C(=O)N2CCN(c3ccccc3O)CC2)ccc1Cl)c1cccs1,-2,-15,10,10,-1,0,-4,-2,-1
0.7,CCCC(=O)N1CCC1(C)C(=O)NS(=O)(=O)c1cccc(C)c1 (configuration not stated),-2,-6,0,-11,-1,2,2,0,4

# Some of the entries so far, with two lines to a compound:
# The line under a structure holds: proKLK7 act | ADAM10 inh | ASAP1 GAP inh | TDP2 inh | ARFGAP1 inhibitor | DDE Tn7 FP inh | PLC-gamma1 inh | DDE Tn6 FP inh | ADAM17 inh | LEDGF integ inh
- COCCOc1cc(COC)nc(-c2cccc(C)c2)n1
  -0.6 | -9 | 0 | 1 | -3 | 3 | 2 | 4 | -3 | -6
- COc1ccc(C)cc1NC(=O)CN(c1ccc(C)cc1)S(C)(=O)=O
  0.1 | 11 | -11 | 7 | -3 | 0 | 3 | 4 | 1 | -2

# More compounds follow:
proKLK7 act,canonical_smiles,ADAM10 inh,ASAP1 GAP inh,TDP2 inh,ARFGAP1 inhibitor,DDE Tn7 FP inh,PLC-gamma1 inh,DDE Tn6 FP inh,ADAM17 inh,LEDGF integ inh
0.5,Cc1nc(-c2cc(-c3nc(-c4ccc(C(F)(F)F)cc4)no3)no2)cs1,-2,2,12,5,0,1,5,0,-1
0.0,Cc1coc(C)c1C(=O)CC1(O)C(=O)N(CCc2ccccc2)c2ccccc21 (configuration not stated),3,1,6,-3,6,0,8,2,0
-0.1,CC1(C)CC(=O)c2c(nn(-c3ccccc3)c2N)C1,0,-2,9,3,3,0,5,1,-1
1.4,CC(O/N=C/c1ccccc1OC(F)F)C(=O)Nc1cccc(S(=O)(=O)N2CCOCC2)c1 (configuration not stated),20*,-3,-27,-2,-10,2,-3,10*,1
-0.3,Cc1ccc(NC(=O)c2noc3c2CCCCC3)cc1,5,-1,-1,-3,2,7,-1,0,2
0.0,O=C(C[C@H]1CC[C@H](NC(=O)C2CCOCC2)[C@@H](CO)O1)NCc1ccncc1,-3,3,1,-14,-5,-5,2,-2,3
-0.8,Cc1c(Cl)cccc1NC(=O)CSc1nnc(C)n1CC1CCCO1 (configuration not stated),3,3,7,14,5,0,3,-5,-2
0.2,CN(C1CCCCC1)S(=O)(=O)c1ccc(SCC(=O)NC(C)(C)C)nc1,-13,-8,-7,-1,6,-2,1,-5,0

# 5 of these compounds in a different format:
mol	proKLK7 act	ADAM10 inh	ASAP1 GAP inh	TDP2 inh	ARFGAP1 inhibitor	DDE Tn7 FP inh	PLC-gamma1 inh	DDE Tn6 FP inh	ADAM17 inh	LEDGF integ inh
Cc1ccc(C(=O)O)cc1NS(=O)(=O)c1ccc2ccccc2c1	0.7	5	-4	6	4	1	-2	7	-2	-1
COc1cccc(/C=N/n2c(=S)n(C)c3cc(C)c(C)cc32)c1OC	0.2	-2	19	2	8	-2	3	-2	1	-1
COCCOc1cc(COC)nc(-c2cccc(C)c2)n1	-0.6	-9	0	1	-3	3	2	4	-3	-6
COc1ccc(C)cc1NC(=O)CN(c1ccc(C)cc1)S(C)(=O)=O	0.1	11	-11	7	-3	0	3	4	1	-2
CCOC(=O)N1CCC(NC(=O)c2oc3c(c2C)-c2[nH]ncc2CC3)CC1	-1.1	-9	-10	16	-12	5	-9	-2	-7	3

# Later entries
proKLK7 act,canonical_smiles,ADAM10 inh,ASAP1 GAP inh,TDP2 inh,ARFGAP1 inhibitor,DDE Tn7 FP inh,PLC-gamma1 inh,DDE Tn6 FP inh,ADAM17 inh,LEDGF integ inh
0.3,CC1=Nc2cc(C(=O)NCCCOC(C)C)ccc2Sc2ccc(C)cc21,-3,4,6,1,1,0,0,-5,1
0.3,Oc1ccc2[nH]ccc2c1,1,-24,8,-7,3,-2,0,-4,-2
-17,CC(Oc1ccc2ccc(=O)oc2c1)C(=O)N1CCOCC1 (configuration not stated),i,4,-15,-12,-5,-186,-4,-348,3
0.3,CC1CCC(C(C)C)C(OC(=O)Cn2c(-c3ccc(Cl)cc3)[n+](C)c3ccccc32)C1 (configuration not stated),7,-7,-12,11,-4,3,1,-3,4
